Screening data as filed in PubChem.
GPR35 antagonists: GPR35 antagonists blocking zaprinast-driven arrestin recruitment, primary screen, imaging, U2OS, beta-arrestin-GFP, zaprinast agonist (AID 2058). G-protein coupled receptor 35 (Homo sapiens). U2OS GPR35 beta-arrestin-GFP translocation imaging, zaprinast antagonism; higher % means a stronger effect. one-dose inhibition, % at 10 µM; IC50 in µM for titrated hits. actives 0.052% (n = 290,000);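 active = inhibition of at least 50% with at least 30 cells and total cytoplasm GFP at most 10,000,000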
HIV fusion peptide: inhibitors of HIV fusion peptide binding, primary screen, biochemical, uHTS, fluorescence dequenching (AID 1986) | inhibition, % at 20 µM, or IC50 in µM where a hit was titrated | cell-free peptide binding, fluorescence dequenching, 30 min; higher % means a stronger effect | actives 0.3% (n = 290,000); in the data active = inhibition mostly above about 52%, no sharp cut-off; inactive = mostly below about 76%; note: some results filed as inactive read as strong as hits
GPR55 activation: GPR55 agonists via beta-arrestin recruitment, primary screen, imaging, U2OS cells, beta-arrestin-GFP redistribution (AID 1961); G-protein coupled receptor 55 (Homo sapiens); actives 0.048% (n = 290,000); activation, % at 10 µM, or EC50 in µM where a hit was titrated; U2OS GPR55 beta-arrestin-GFP redistribution imaging; higher % means a stronger effect;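 active = activation above 40% with more than 50 cells counted in the well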;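 note: U2OS osteosarcoma cells stably expressing GPR55 and beta-arrestin-GFP; plate controls were DMSO negative control for no effect and LPI positive control for full effect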
KOR beta-arrestin-1: KOR agonists, beta-arrestin recruitment, primary screen, cell-based, luminescence, uHTS (AID 1777) | Kappa-type opioid receptor (Homo sapiens) | KOR beta-arrestin recruitment, luminescence; higher % means a stronger effect | activation, % at 10 µM, or EC50 in µM where a hit was titrated | actives 0.02% (n = 280,000); in the data active = activation above about 50%, passing the limit was not always enough; note: a part of the inactive calls stands beside numbers as strong as those of hits
AID2073: inhibitors of Mint1-CaV2.2 protein interaction, biochemical, HTRF (AID 2073) | Voltage-dependent N-type calcium channel subunit alpha-1B (Homo sapiens) | HTRF protein-protein interaction, Mint1-CaV2.2; higher % means a stronger effect | inhibition, % at 20 µM; hits with a dose series show IC50 in µM | actives 0.19% (n = 290,000); in the data active = inhibition mostly above about 51%, no sharp cut-off; note: some results filed as inactive read as strong as hits
Siah-1 displacement: Siah-1 peptide-binding antagonists, primary screen, biochemical, fluorescence polarization, rhodamine-plectin, uHTS (AID 1817). E3 ubiquitin-protein ligase SIAH1 (Homo sapiens). Siah-1 / rhodamine-plectin peptide fluorescence polarization; higher % means a stronger effect. displacement, % at 20 µM; hits with a dose series show IC50 in µM. actives 0.02% (n = 290,000);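 active = displacement of at least 50% at 20 µM, with a fluorescence ratio check between 0.3 and a set limit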;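 note: plate controls were Siah plus tracer with DMSO for no effect and tracer alone without Siah for full effect; strong numbers were not always called active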
KOR beta-arrestin-2: KOR antagonists, beta-arrestin recruitment, cell-based, luminescence, uHTS (AID 1778) | inhibition, % at 10 µM, or IC50 in µM where a hit was titrated | KOR beta-arrestin recruitment, luminescence, antagonist mode; higher % means a stronger effect | Kappa-type opioid receptor (Homo sapiens) | actives 0.091% (n = 290,000); in the data active = inhibition above about 50%; note: strong numbers were not always called active
GPR55 LPI antagonism: GPR55 antagonists blocking LPI-driven arrestin recruitment, primary screen, imaging, U2OS, beta-arrestin-GFP, LPI agonist (AID 2013). actives 0.13% (n = 290,000). U2OS GPR55 beta-arrestin-GFP translocation imaging, LPI antagonism; higher % means a stronger effect. G-protein coupled receptor 55 (Homo sapiens). one-dose inhibition, % at 10 µM; IC50 in µM for titrated hits;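 active = spots per cell inhibited over 60%, with over 100 cells counted and total cytoplasm intensity under 500,000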;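 note: U2OS cells stably carrying GPR55 and arrestin-GFP stimulated by 5 µM LPI near EC80; imaged beta-arrestin-GFP aggregate spots per cell after agonist stimulation; plate controls were LPI-stimulated DMSO wells for no effect and DMSO wells without LPI for full effect; some results filed as inactive read as strong as hits; confirmed hits need IC50 under 10 µM and bright autofluorescent wells are also inconclusive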
NOD1 NF-kB reporter: NOD1 signaling inhibitors, primary screen, cell-based, luminescence, uHTS (AID 1578); NOD1-driven NF-kB luciferase reporter cells, luminescence; higher % means a stronger effect; inhibition, % at 4 µM, or EC50 in µM where a hit was titrated; actives 1% (n = 290,000); in the data active = inhibition mostly above about 36%, no sharp cut-off; inactive = mostly below about 34%;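 note: HEK-293T reporter cells stimulated with the NOD1 agonist gamma-tri-DAP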
Starred values were filed as active, the others as inactive; i = inactive; · = no result given; [ ] = dose if it differs, or a comment.

Compound | NOD1 NF-kB reporter | GPR55 LPI antagonism | GPR35 antagonists | Siah-1 displacement | KOR beta-arrestin-1 | AID2073 | GPR55 activation | HIV fusion peptide | KOR beta-arrestin-2
CC(C)CC(COCc1ccc(F)cc1)N1CCN(C(=O)c2cccc(C(F)(F)F)c2)CCC1=O (configuration not stated) | -16% | 2% | -19% | 26% | 0.2% | 1% | 0.4% | -0.2% | -41%
Cc1c(C(=O)Nc2ccc(N3CCOCC3)cc2)cccc1[N+](=O)[O-] | 2% | 11% | -4% | 1% | -3.9% | 0% | 0.2% | 1.8% | -24%
O=C(c1ccc(F)cc1)N1CCN(Cc2ccccc2Br)CC1 | -26% | 13% | 2% | 4% | -1.7% | -3% | 0.0% | -0.4% | 37%
Cc1ccc(S(=O)(=O)NCCCC(=O)O)cc1 | -23% | 13% | -3% | -5% | · | 9% | 0.5% | 2.4% | -17%[20 µM]
CC(=O)Nc1ccc2nc(NC(=O)COc3ccccc3C)sc2c1 | 4% | 2% | 1% | -5% | -3.9% | 14% | 1.9% | -2.8% | 35%
COc1cc(C(=O)NC2CCN(Cc3ccccc3)CC2)cc(Cl)c1OC(C)C | -7% | 15% | 0% | 1% | 0.1% | 6% | -0.1% | 0.0% | -22%
Cc1ccc(N(CC(=O)NC2CCCCC2)S(=O)(=O)c2cccs2)cc1 | -49% | 11% | 12% | 12% | -2.1% | -2% | -0.2% | 13% | 4%
CCOc1ccc(N(C(=O)c2ccc3c(c2)OCO3)C2C=CS(=O)(=O)C2)cc1 (configuration not stated) | -16% | 6% | 7% | 8% | -1.9% | 4% | 0.6% | 1.0% | 8%
CCn1c(SCC(=O)Nc2ccc(C)cc2)nc2nc3c(cc2c1=O)CCCC3 | -5% | 8% | -3% | 6% | 21% | 2% | -0.1% | -0.4% | 16%
O=c1[nH]nc(CNc2cccc(C(F)(F)F)c2)c2ccccc12 | -22% | -9% | 2% | 3% | 2.0% | -3% | 0.2% | -1.0% | -12%
O=C(CCCn1c(=S)[nH]c2cc3c(cc2c1=O)OCO3)NCc1ccccc1Cl | -16% | 16% | 6% | 0% | -3.6% | -7% | -0.3% | -1.4% | -7%
CCc1ccccc1NC(=O)c1ccc(Cn2cc([N+](=O)[O-])cn2)cc1 | -19% | 10% | -4% | 1% | 0.3% | -1% | 0.1% | 4.5% | 3%
Cc1nc(OCc2c(C)noc2C)c2ccccc2n1 | -23% | 4% | 5% | 1% | 2.5% | 8% | 0.3% | 0.1% | -49%
Cc1ccc(/C=C/C(=O)Nc2ccc([N+](=O)[O-])cc2)o1 | 58% | -19% | -1% | -2% | 8.0% | -4% | 0.0% | -1.3% | -20%
COc1ccc(OC)c(NC(=O)COC(=O)c2cc3c(s2)CCC3)c1 | -25% | -9% | 0% | 18% | 35% | 47% | 0.2% | 10% | i
O=C(O)CCNC(=O)C12CC3CC(CC(C3)C1)C2 | -18% | -3% | 2% | -4% | 1.6% | -2% | 0.2% | -1.4% | -8%
Nc1cccc(-c2nc3ccc(C(=O)c4ccccc4)cc3[nH]2)c1 | 44% | -16% | -10% | -8% | -0.2% | 17% | 0.9% | -1.5% | -111%[20 µM]
COC(=O)C1(C)CCc2cc(OC)ccc2C1=O (configuration not stated) | -9% | 6% | -2% | -1% | 7.4% | -2% | 0.1% | 0.8% | 8%
COc1ccc(CNC(=O)CN(C(=O)c2snc(C(N)=O)c2N)c2ccc(F)cc2)cc1 | -33% | -1% | 6% | 7% | -4.5% | 4% | -0.1% | 0.6% | -35%
CC(=O)Oc1ccc(N(C(C)=O)S(=O)(=O)c2ccc3ccccc3c2)cc1Br | 6% | 4% | -14% | -5% | 5.6% | 39% | -0.2% | 1.7% | -12%
O=C(N/N=C/c1ccc(Br)cc1)c1cc[n+]([O-])cc1 | -15% | 3% | 11% | 3% | 2.4% | 2% | -0.2% | -1.9% | -44%
CC(C)=CCCC(C)CN1CCC(n2nccc2NC(=O)C2CCCC2)CC1 (configuration not stated) | -14% | 11% | -1% | 8% | -1.0% | 0% | -0.1% | 2.2% | 7%
COc1ccc(N2C(=O)CCC2(C#N)c2ccc(Br)cc2)cc1 (configuration not stated) | 3% | 7% | 20% | 0% | 2.3% | 5% | 0.3% | 3.9% | -7%
COc1cccc(NC(=O)CN(C)CC(=O)Nc2ccc(Cl)cc2[N+](=O)[O-])c1 | 10% | -1% | 5% | -2% | -2.4% | 7% | -0.1% | -0.6% | 10%
CC(C)Oc1c(Br)cc(Br)cc1/C=N/NC(N)=S | 48% | 0% | -7% | -2% | 7.0% | -10% | -0.3% | 0.9% | -36%
CCOC(=O)c1ccc(S(=O)(=O)N2CCN(C(=O)c3cc(=O)c4ccccc4o3)CC2)cc1 | -16% | 4% | -5% | 3% | -4.2% | -1% | -0.1% | -2.4% | 19%
Cc1oc(-c2cccc(Cl)c2)nc1CN(C)C1CCOC1 (configuration not stated) | -46% | 16% | -2% | -2% | · | -2% | -0.1% | 0.4% | -16%[20 µM]
CC(=O)Nc1nc(CCN2C(=O)c3ccccc3C2=O)cs1 | -7% | 4% | -5% | 6% | -2.1% | 4% | -0.3% | -0.6% | 3%
CC1/C(=N/O)C(CN(C)C)C2CC1C2(C)C (configuration not stated) | 19% | 3% | 1% | -3% | 0.2% | 6% | -0.1% | -3.1% | -8%
CC(=O)c1c(N2CCC(C(N)=O)CC2)nc(=S)n(-c2ccccc2)c1C | 0% | 2% | -2% | 3% | 2.6% | 0% | 0.2% | -1.6% | 2%
CC(C)C(NS(=O)(=O)c1cccs1)C(=O)NCCCN1CCCCCC1 (configuration not stated) | -5% | 4% | -11% | -2% | 2.7% | 2% | 0.0% | 0.2% | 32%
Cc1ccc(NC(=O)Cn2cnc3cc([N+](=O)[O-])ccc3c2=O)c(Cl)c1 | -12% | 4% | 0% | -7% | 1.8% | 8% | -0.1% | -0.6% | 1%
CCOc1ccccc1NC(=S)NC(=O)C1CC1 | 66%* | 3% | 1% | -3% | 3.9% | 1% | 0.3% | -0.7% | -2%
Cc1ccc(C)c(NC(=O)NC2CCCCCCC2)c1 | -15% | 18% | -3% | -3% | -0.8% | 5% | 0.3% | 1.9% | 16%
Oc1ccccc1-c1nc(N2CCCC2)c2ccccc2n1 | 8% | 14% | -4% | 5% | 17% | 48% | -0.1% | 0.4% | -10%
C=C(C)C1CC=C(C)/C(=N/NC(=O)CNc2ccc(OCC)cc2)C1 (configuration not stated) | -16% | 29% | -19% | 4% | 3.4% | -5% | 0.3% | 1.0% | -1%
COc1cccc(CCc2nnc(CCC(=O)N(C)C3CC(C)(C)NC(C)(C)C3)o2)c1 | -11% | 9% | -14% | 6% | 0.2% | 18% | -0.1% | -1.6% | 4%
O=C(NCc1ccccc1)c1noc2c1CCCC2 | · | -5% | -6% | -2% | 4.2% | -5% | -0.1% | -1.3% | -4%
CSCCC(NC(=O)c1ccccc1)C(=O)Nc1ccc(NC(C)=O)cc1 (configuration not stated) | -5% | -3% | 4% | -6% | 22% | 6% | 0.5% | -1.2% | -32%
CC(Oc1ccccc1)C(=O)Nc1ccc(S(=O)(=O)Nc2nccs2)cc1 (configuration not stated) | -3% | 12% | 4% | -5% | -4.1% | 11% | 0.3% | 1.7% | 6%
CSc1ccc(C(=O)C2CCCN(C(=O)c3cc(C)n(C)n3)C2)cc1 (configuration not stated) | -9% | 0% | 16% | 2% | -6.9% | 11% | -0.2% | 1.0% | -16%
COc1cc(C2c3c(-c4ccccc4)n[nH]c3C(=O)N2c2ccccc2)ccc1O (configuration not stated) | 20% | 43% | 3% | 3% | -3.8% | -1% | -0.2% | 0.9% | 23%
CCN(CC)CCNC(=O)c1ccc(NC(=O)C2CCN(c3ncnc4sc(C)c(C)c34)CC2)cc1 | · | -23% | -5% | -4% | 3.2% | -8% | 0.2% | -2.5% | -40%
CC(CN)(NS(=O)(=O)c1ccccc1)c1ccccc1 (configuration not stated) | -13% | 10% | 5% | 5% | -0.6% | 4% | 0.3% | 3.0% | -30%[20 µM]
N#CCc1ccc(NS(=O)(=O)c2ccc(C3CCCCC3)cc2)cc1 | 28% | -8% | -2% | 13% | 2.2% | -12% | -0.2% | 2.3% | 27%
COc1ccccc1-c1cn[nH]c1-c1ccc(OCc2ccccc2)cc1O | 2% | -2% | -6% | -6% | 3.0% | 6% | -0.3% | -1.3% | -30%
O=C(Nc1ccc(N2CCN(C(=O)c3cccs3)CC2)cc1)c1ccc(F)cc1 | -25% | -3% | -4% | 2% | 3.6% | 6% | -0.1% | 0.3% | -49%
Fc1cccc(-c2nnn3c2nc(Cl)c2ccccc23)c1 | 8% | 0% | -5% | 10% | -0.7% | 30% | -0.6% | 4.2% | -6%
Cc1csc2ncc(C(=O)N(Cc3ccccc3)c3ccccn3)c(=O)n12 | -1% | -1% | -3% | 2% | -3.9% | 1% | -0.3% | 1.1% | 36%
CCS(=O)(=O)N1CCCC(C(=O)NCc2cccnc2)C1 (configuration not stated) | 6% | -5% | 0% | 4% | 2.5% | -5% | 0.3% | -2.4% | -4%

Full records from above. Order of screens: NOD1 NF-kB reporter, GPR55 LPI antagonism, GPR35 antagonists, Siah-1 displacement, KOR beta-arrestin-1, AID2073, GPR55 activation, HIV fusion peptide, KOR beta-arrestin-2
Cc1ccc(S(=O)(=O)NCCCC(=O)O)cc1 is entered as -23%, 13%, -3%, -5%, ·, 9%, 0.5%, 2.4%, -17%[20 µM]
CCOc1ccccc1NC(=S)NC(=O)C1CC1 is entered as 66%*, 3%, 1%, -3%, 3.9%, 1%, 0.3%, -0.7%, -2%

The list continues.
Compound | NOD1 NF-kB reporter | GPR55 LPI antagonism | GPR35 antagonists | Siah-1 displacement | KOR beta-arrestin-1 | AID2073 | GPR55 activation | HIV fusion peptide | KOR beta-arrestin-2
Cc1cc(C)nc(SCCn2c(N3CCOCC3)nc3c2c(=O)[nH]c(=O)n3C)n1 | -5% | 4% | 4% | 18% | -5.1% | 38% | 0.1% | 2.4% | 8%
COC(=O)c1ccc(NC(=O)CSc2nnnn2C2CCCCC2)cc1 | -2% | 10% | -8% | 5% | -1.4% | -2% | 0.2% | -0.1% | -3%
CNC(=O)NC(=O)CSc1cccc(C(F)(F)F)c1 | -7% | -3% | 26% | 6% | -3.4% | -10% | -0.1% | -1.2% | 9%
Cc1cccc(-n2c(=O)[nH]c3c(C(N)=O)nc(CC(C)C)nc32)c1 | -7% | -3% | 16% | 2% | -0.1% | 14% | 0.3% | 1.5% | 5%

This is a subset (hit frequency here may not be typical).
